Screens (PubChem BioAssay)
AMA1-RON2 inh – qHTS for Inhibitors of AMA1-RON; Towards Development of Antimalarial Drug Lead: Primary Screen; Potency, µM (top dose mostly 58.2 µM), for the others: at the top dose activity change, negative = inhibition, hits mostly inhibitors; Plasmodium falciparum AMA1 (3D7) - RON2 peptide interaction; AlphaScreen AMA1-biotinylated RON2 peptide binding; 360,000 tested, 0.2% active; AID 720542, 2013;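 further: potency means the concentration at half of the fitted maximal effect; 0% = vehicle wells and -100% = peptide control; nearly all actives have a fitted effect of over 45% in size; some results filed as inactive show a strong effect at the top dose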
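AMA1 (3D7) with his tag at 25 nM final met compounds first, then biotinylated RON2 peptide at 25 nM; detection used donor plus acceptor beads, 10 µg/mL apiece, read by AlphaScreen after 30 min at room temperature.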
HCV inh – qHTS Assay for Inhibitors of Hepatitis C Virus (HCV) | Huh7.5.1 HCVcc-Cre infection, luciferase reporter, 44 h | Potency, µM (top dose mostly 41.8 µM), without a hit: at the top dose activity change, negative = inhibition, most hits filed as inhibitors | 340,000 tested, 3.4% active; further: potency means the concentration at half of the fitted maximal effect
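Compounds are dispensed onto cells plated 4 h earlier at 1,000 per well, with HCVcc-Cre virus (about 0.5 moi) added next. Following 44 h of culture, luminescent signal is measured for 15 sec after 15 min with substrate at room temperature.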
HCMV inh – qHTS Assay for inhibitors of the human cytomegalovirus (HCMV) | HFF cells, HCMV-luciferase reporter, 72 h; active compounds read low | activity change, negative = inhibition, % at 57.5 µM | 410,000 tested, 4.5% active | AID 1259415, 2018; in the data active means activity change below about -60%; inconclusive means no clear call, values can overlap the other calls; inactive means above about -39%
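Two compound doses tested in HFFs infected with HCMV-luciferase, MOI 1 PFU/cell, 72 h at 37C. Lysate luminescence read with OneGlo; data normalized against buffer-only and 10uM Salinomycin inhibitor controls.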
LmPK inhibitor – qHTS Assay for Inhibitors of Leishmania Mexicana Pyruvate Kinase (LmPK); Potency, µM (highest dose often 57.5 µM), for the others: at the highest dose activity change, negative = inhibition, usual class: inhibitors; 290,000 tested, 0.37% active; Q27686; purified LmPK, Kinase-Glo ATP luminescence, 1 h; further: potency means the concentration at half of the fitted maximal effect
Target sequence (Q27686 whole entry, looked up): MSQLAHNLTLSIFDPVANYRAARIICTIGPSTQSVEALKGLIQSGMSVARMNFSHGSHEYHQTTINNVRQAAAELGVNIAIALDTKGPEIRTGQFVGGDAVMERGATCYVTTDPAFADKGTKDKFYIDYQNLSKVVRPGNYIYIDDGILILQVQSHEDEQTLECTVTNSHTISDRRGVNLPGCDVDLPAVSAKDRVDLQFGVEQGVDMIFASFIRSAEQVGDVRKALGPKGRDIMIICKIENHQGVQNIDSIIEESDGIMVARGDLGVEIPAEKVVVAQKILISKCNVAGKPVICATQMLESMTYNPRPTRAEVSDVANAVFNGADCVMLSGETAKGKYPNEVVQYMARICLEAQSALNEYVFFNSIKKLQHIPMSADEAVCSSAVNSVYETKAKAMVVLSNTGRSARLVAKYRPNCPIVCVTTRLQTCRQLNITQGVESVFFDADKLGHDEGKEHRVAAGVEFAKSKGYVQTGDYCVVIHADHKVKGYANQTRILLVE
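In 50 mM imidazole pH 7.2 with 7 mM MgCl2, LmPK (0.1 nM) turned over PEP (0.5 mM) and ADP (0.1 mM) for 1 h at room temperature. Luciferase read-out of ATP.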
AmpC inh no detg – qHTS Inhibitors of AmpC Beta-Lactamase (assay without detergent); 330,000 tested, 0.52% active; AmpC nitrocefin hydrolysis, absorbance 480 nm, 0.0001% Triton; Potency, µM (highest dose often 57.1 µM), without a hit: top-dose activity change, negative = inhibition, usual class: inhibitors; AID 485341, 2010;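 further: potency means the concentration at half of the fitted maximal effect; plate controls were no compound for no effect and no enzyme for full effect; nearly all actives have a fitted effect of over 20% in size; some results filed as inactive show a strong effect at the top dose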
Target sequence (P00811 whole entry, looked up): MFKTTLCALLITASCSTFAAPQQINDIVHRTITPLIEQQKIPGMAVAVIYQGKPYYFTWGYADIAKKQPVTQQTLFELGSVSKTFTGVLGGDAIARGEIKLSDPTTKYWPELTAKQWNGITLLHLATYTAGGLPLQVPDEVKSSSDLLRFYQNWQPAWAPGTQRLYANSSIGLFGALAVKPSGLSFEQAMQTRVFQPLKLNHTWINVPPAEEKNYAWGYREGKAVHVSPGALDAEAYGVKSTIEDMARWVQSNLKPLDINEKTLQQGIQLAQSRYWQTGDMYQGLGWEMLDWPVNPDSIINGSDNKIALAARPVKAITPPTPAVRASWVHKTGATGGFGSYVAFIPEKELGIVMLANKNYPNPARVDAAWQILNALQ
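20 mM phosphate pH 7.0 + 0.01% (detergent screen) or 0.0001% Triton X-100; 5.3 nM AmpC reagent; cpd preinc 15 min RT; nitrocefin (800 uM stock) to start; A480 q20 s × 4 min; Activity was normalised to no-enzyme and no-compound control wells.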
TbPYK inhibitor – qHTS of Trypanosoma Brucei Inhibitors. pyruvate kinase (Trypanosoma brucei), Q57TT1. TbPYK enzyme, Kinase-Glo Plus ATP luminescence, 45 min. Potency, µM (top dose mostly 76.8 µM), inactives show at the top dose activity, negative = inhibition, hits mostly inhibitors. 410,000 tested, 0.12% active. AID 624173, 2012; further: potency means the concentration at half of the fitted maximal effect; nearly all actives have a fitted effect of over 50% in size
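Assay buffer: 50 mM TEA pH 7.2, 100 mM KCl, 10 mM MgCl2, 0.05% BSA, 0.01% Tween-20. Pyruvate kinase from T. brucei plus substrate met compound, then ADP (130 uM final). Luminescence was read post 45 min RT.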
AmpC detergent – qHTS Inhibitors of AmpC Beta-Lactamase (assay with detergent) | Potency, µM (top dose mostly 114 µM), for the others: at the highest dose activity change, negative = inhibition, usual class: inhibitors | AmpC hydrolysis of nitrocefin, absorbance 480 nm, 0.01% Triton | 370,000 tested, 0.041% active | P00811 | AID 485294, 2010;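 further: potency means the concentration at half of the fitted maximal effect; 0% = no-compound wells and -100% = no-enzyme wells; nearly all actives have a fitted effect of over 25% in size; some results filed as inactive show a strong effect at the top dose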
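AmpC (5.3 nM in the dispensed reagent) in 20 mM phosphate pH 7.0 with 0.01% (detergent screen) or 0.0001% Triton X-100 was preincubated with compounds for 15 min at room temperature. Nitrocefin was then added from an 800 uM solution, and hydrolysis was followed at 480 nm.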
* marks the source's active call; other numbers are inactive results; ? = inconclusive; · = not tested or not shown; [ ] = dose if it differs, or a comment. Unless noted, the call rests on the fitted dose curve; in most records, active means well fitted curve in the direction sought with a large enough effect; inconclusive means small, poorly fitted or top-dose-only effect, or another doubt; inactive means no such curve, though single readings can be large; an effect the other way counts as inactive or inconclusive. Unless noted, on the % scale 0 is the no-effect control and ±100 the full control effect.

1. COC(=O)c1scc(-c2ccc(C)cc2)c1S(=O)(=O)N1CCN(c2ccc(C)cc2C)CC1
2. Cc1cccc(C(=O)Nc2ccccc2C(=O)NCc2ccco2)c1
3. Cc1ccc(C)c(NC(=O)CSc2nnc(NC(=O)C3CC3)s2)c1
4. CCOC(=O)c1cccc(NC(=O)Cn2c(=O)nc(-c3ccccc3)c3ccccc32)c1
5. Cc1cc(C)c(S(=O)(=O)N2CCN(C(=O)c3ccc(-n4nc(C)c(Cl)c4C)cc3)CC2)c(C)c1
6. Cc1ccc(N2CCn3c2nc2c3c(=O)n(C/C=C/c3ccccc3)c(=O)n2C)cc1C
7. COCCNc1nc2nonc2nc1N1CCC(N(C)C)C1 (configuration not stated)
8. CCCCOC(=O)CCc1c(C)[nH]c(=S)[nH]c1=O
compound no.	1	2	3	4	5	6	7	8
AMA1-RON2 inh	·	-5%	-2%	·	-6%	·	4%	-20%
HCV inh	·	-6%	·	·	?	·	16%	0%
HCMV inh	-6	12	-39	-3	-26	6	12	-16
LmPK inhibitor	·	-8%	10%	·	·	·	0%	0%
AmpC inh no detg	·	-39%	-3%	·	·	·	-2%	-19%
TbPYK inhibitor	-1%	-4%	4%	0%	5%	-4%	-6%	-14%
AmpC detergent	-6%	2%	-10%	2%	·	-1%	5%	0%

9. COc1ccc(-n2nc([N+](=O)[O-])c(=NCCCN3CCCC3=O)n2O)cc1
10. CCN(CC(=O)Nc1ccc(NC(C)=O)cc1)C(=O)c1ccc(=O)[nH]c1
11. CCOc1ccc(C(=O)Nc2cccc(SC)c2)cc1
12. O=C(NCC(=O)N(CCN1CCOCC1)C(C(=O)NC1CCCC1)c1cccs1)c1ccco1 (configuration not stated)
13. Cc1cc(F)ccc1-c1cc(C(=O)Nc2ccccc2)[nH]n1
14. Cc1ccc(C(=O)N/C(=C\c2cn(C)c3ccccc23)C(=O)OCCN(C)C)cc1
15. COCCn1cnnc1SCC(=O)Nc1ccc(N2CCCCC2)cc1
16. CC1=C(C(=O)N2CCOCC2)CC(CC(=O)NCC2CCCCC2)C(=O)N1CCCN1CCCC1=O (configuration not stated)
compound no.	9	10	11	12	13	14	15	16
AMA1-RON2 inh	5%	-6%	-3%	10%	5%	-3%	-4%[11.6 µM]	9%
HCV inh	?	11%	?	-3%	·	-11%	4%	·
HCMV inh	-22	35	?	-1	195	2	-40	-18
LmPK inhibitor	3%	0%	?	4%	·	2%	·	·
AmpC inh no detg	-7%	-15%	-32%	10%	·	29%	-6%	·
TbPYK inhibitor	-2%	1%	0%	1%	2%	-3%	3%	0%
AmpC detergent	7%	4%	-4%	-10%	·	5%	-8%	·

17. COc1ccc(CNC(=O)c2ccc[nH]2)cc1
18. O=C(CSc1ccc(Cl)cc1)Nn1cnnc1
19. C=CCN(C(C)=O)C1CC(=O)N(c2ccc(OCCC)cc2)C1=O (configuration not stated)
20. O=C(NCc1cccs1)c1ccc(N2CCCCC2)nc1
21. Cc1ccc2nc(SCc3ccc([N+](=O)[O-])cc3)[nH]c2c1
22. O=C(NC1CCCC1)c1cnc2n(c1=O)CCS2
23. CCC[C@H]1NC(=O)[C@H](C)N(C)C(=O)C(C)(C)C(=O)C(C)NC(=O)[C@H](Cc2ccc(OC)cc2)N(C)C(=O)[C@H](C(C)C)N(C)C(=O)CNC(=O)[C@H](CC(C)C)N(C)C(=O)CNC(=O)[C@H]([C@@H](C)CC)OC(=O)[C@H]1C (some centres not stated)
24. O=C(C1CCCCC1)N1C[C@H](O)[C@@H](n2cc(C3CC3)nn2)C[C@@H]1c1ccccc1
compound no.	17	18	19	20	21	22	23	24
AMA1-RON2 inh	-6%	35%[activator]	-3%	-6%	-3%	-17%	-4%	5%
HCV inh	0%	15%	0%	?	?	20%	0.56µM*	·
HCMV inh	12	44	69	21	-20	22	·	5
LmPK inhibitor	2%	0%	3%	-7%	4%	6%	·	·
AmpC inh no detg	-22%	-25%	1%	·	?	-15%	199%[activator]	·
TbPYK inhibitor	6%	1%	-2%	6%	-3%	-5%	-8%	13%
AmpC detergent	4%	-10%	-6%	-5%	13%	-21%	·	·

Some of the entries so far, with values under each structure:
Results follow in this order: AMA1-RON2 inh, HCV inh, HCMV inh, LmPK inhibitor, AmpC inh no detg, TbPYK inhibitor, AmpC detergent
[7] COCCNc1nc2nonc2nc1N1CCC(N(C)C)C1 (configuration not stated)
    4%, 16%, 12, 0%, -2%, -6%, 5%
[9] COc1ccc(-n2nc([N+](=O)[O-])c(=NCCCN3CCCC3=O)n2O)cc1
    5%, ?, -22, 3%, -7%, -2%, 7%
[13] Cc1cc(F)ccc1-c1cc(C(=O)Nc2ccccc2)[nH]n1
    5%, ·, 195, ·, ·, 2%, ·

(list continues)
25. Cc1ccnc(N2CCC(C(=O)NNC(=O)c3ccccc3C)CC2)n1
26. COc1ccc(N2CC(C(=O)N3CCOCC3)CC2=O)cc1 (configuration not stated)
27. COc1cccc(CSc2nc3ccccc3[nH]2)c1
28. Cc1ccc(N2N=C(c3ccc(F)cc3)CC2c2ccco2)cc1 (configuration not stated)
29. CC1CN(c2nc(Nc3ccccc3F)nc(N)c2[N+](=O)[O-])CC(C)O1 (configuration not stated)
30. COc1ccc(OC)c(C2NC(=O)NC(C)=C2C(=O)Nc2ccc(C)cc2)c1 (configuration not stated)
31. Cc1cccc(CN2CCCC(C(=O)Nc3ccccc3Oc3cccnc3)C2)c1 (configuration not stated)
32. O=C(Nc1ccc(C(=O)NC2CCCCC2)cc1)c1cccnc1
compound no.	25	26	27	28	29	30	31	32
AMA1-RON2 inh	2%	-10%	-14%	51%[activator]	0%	2%	0%	-2%
HCV inh	-8%	11%	-17%	?	?	9%	4%	-21%
HCMV inh	-1	-5	-13	-5	-3	27	-28	36
LmPK inhibitor	-3%	1%	?	10%	8%	0%	-3%	17%
AmpC inh no detg	-2%	-3%	-21%	-28%	-22%	4%	105%[activator]	-14%
TbPYK inhibitor	-10%	-3%	4%	-3%	4%	-1%	1%	0%
AmpC detergent	-1%	-4%	-3%	7%	2%	?	-5%	-2%

33. COCc1cc(=O)n2[nH]c(N)nc2n1
34. Cc1cc(C(F)F)n2ncc(C(=O)NCc3ccccc3)c2n1
35. Cc1c2cnn(-c3ccccc3)c(=O)c2c(C)n1CC(=O)NCc1ccccc1Br
36. COc1ccccc1CNC(=O)Cn1c(-c2cccs2)cc2cc(F)ccc21
37. COc1ccccc1NC(=O)c1c(NCc2sccc2C)sc2c1CCCCC2
38. COC(=O)c1ccc(NC(=O)CN2CCN(CC#N)CC2)cc1
39. COc1cc(C(=O)n2nc(C)cc2C)cc(OC)c1OC
40. Cc1nnc(NC(=O)c2cccn(Cc3cccc(F)c3)c2=O)s1
compound no.	33	34	35	36	37	38	39	40
AMA1-RON2 inh	5%	-6%	·	·	·	?	-5%	·
HCV inh	11%	?	·	·	·	22%	2%	·
HCMV inh	-11	-15	-13	-8	45	-18	27	-1
LmPK inhibitor	5%	-2%	·	·	·	1%	3%	·
AmpC inh no detg	-4%	-5%	·	·	·	-9%	-11%	·
TbPYK inhibitor	3%	0%	2%	2%	-12%	2%	1%	-1%
AmpC detergent	-5%	-9%	16%	16%	-2%	-2%	?	0%

41. Cn1c(SCC(=O)NC2CC2)nnc1-c1ccco1
42. O=C(NCC1CCN(Cc2ccccc2Cl)CC1)c1cc2ccc3cccnc3c2[nH]1
43. CSCCC(NC(=O)c1ccc(Cl)cc1)C(=O)OCC(C)=O (configuration not stated)
44. O=C(Nc1nnc(C(F)(F)F)s1)c1ccc(Br)s1
45. COc1ccccc1CCNC(=O)CCC(=O)N1CC2C[C@@H](C1)Cn1c2cccc1=O
46. CC(C)C(Sc1nc(-c2ccccc2)cc(-c2ccccc2)c1C#N)C(=O)O (configuration not stated)
47. COc1ccccc1NC(=O)COC(=O)c1cnc(C)cn1
48. O=C(CNC(=O)c1ccc(F)cc1)Nc1ccccc1C(F)(F)F
compound no.	41	42	43	44	45	46	47	48
AMA1-RON2 inh	117%[activator]	·	-10%	-15%	21%	-8%	10%	5%
HCV inh	23%	·	23%	?	?	21%	12%	8%
HCMV inh	43	-5	5	?	15	?	-13	-19
LmPK inhibitor	-1%	·	1%	-2%	-9%	0%	3%	0%
AmpC inh no detg	-13%	·	-8%[11.4 µM]	-27%	-12%	26%	2%	-14%
TbPYK inhibitor	2%	-5%	-23%	-9%	-3%	9%	6%	0%
AmpC detergent	?	14%	-3%	-10%	-8%	0%	0%	3%

49. COc1cccc(/C=C2\SC(=S)N(C(Cc3ccccc3)C(=O)O)C2=O)c1 (configuration not stated)
50. N/C(CS(=O)(=O)c1ccc(F)cc1)=N\O
51. Cn1nc(C(C)(C)C)cc1NC(=O)C1(C)CCN1C(=O)c1ccccc1CCc1ccccc1 (configuration not stated)
52. Cc1noc(C)c1S(=O)(=O)N1CCCC(C(=O)NCCc2ccccc2)C1 (configuration not stated)
53. Cc1cc(C)c(NC(=O)COC(=O)c2cc([N+](=O)[O-])ccc2N2CCOCC2)c(C)c1
54. C=CCOc1c(CCC)cc(CCC)cc1C(N)=O
55. COc1ccc(NC(=O)CSc2nnc(-c3cccs3)n2N)cc1S(N)(=O)=O
56. Cc1cccc(-c2noc(CCCC(=O)NC3CCCCC3)n2)c1
57. CC(C)C1Cc2[nH]c(=S)[nH]c(=O)c2C(c2ccc(Cl)cc2)O1 (configuration not stated)
compound no.	49	50	51	52	53	54	55	56	57
AMA1-RON2 inh	-7%	0%	-11%	0%	-9%	0%	3%	4%	0%
HCV inh	7%	15%	·	2%	1%	2%	0%	-30%	·
HCMV inh	-19	4	?	-14	3	0	-33	-3	17
LmPK inhibitor	8%	0%	·	-1%	1%	4%	·	-4%	·
AmpC inh no detg	-17%	-12%	·	0%	-14%	36%	-16%	89%[activator]	·
TbPYK inhibitor	-3%	-13%	2%	5%	-30%	-2%	-2%	0%	-7%
AmpC detergent	0%	5%	·	-5%	9%	?	·	1%	·
